# Bioassay records as filed in PubChem BioAssay.
# Arr AP2 block = inhibitors of human beta-arrestin and AP2 interaction. FITC-arrestin peptide / GST-AP2 beads, flow cytometry; AP2 beta2 appendage carries R879A mutation. inhibition, % at 10 µM. 340,000 tested, 0.31% active. AID 504490;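 active = inhibition above a set limit, near 3 SD of compounds lacking own fluorescence, cut at about 54% in these data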;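 note: plate controls were DMSO wells for no effect and 5 µM unlabelled arrestin peptide for full effect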
#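 System: GST-AP2 R879A bound to glutathione beads, E. coli-expressed. Also added: 50 nM FITC-arrestin peptide. Schedule: compound with beads 12 min RT, then probe 1 h RT. Signal: bead flow cytometry, FITC channel. Read-out basis: percent response.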
# PKA-R1A act = PKA-R1A complex activation | P00514+P68181 | PKA-R1A dissociation, Cy5-IP20 fluorescence polarization; scaled: DMSO 0%, 113 µM cGMP 100% | activation, % at 11.4 µM | 340,000 tested, 0.083% active | AID 504707;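 active = percent activation above the mean of all tested compounds plus 3 SD, cut at about 19% in these data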;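 note: higher means more PKAc released from R1A so a rise in polarization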
# DSG3 Ab inh = human desmoglein-3 autoantibody binding inhibition | P32926 | binding (percent of control), % at 10 µM | 310,000 tested, 0.48% active | DSG3-coupled beads, scFv-anti-DSG3-GFP binding, flow cytometry; hits give low values;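 active = binding more than 3 SD below its plate's average and above zero; inconclusive = below that plate limit but binding exactly zero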;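 note: hits lower antibody fragment binding to DSG3; some compounds called inactive have numbers as strong as hits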
# SR-BI uptake up = SR-BI HDL lipid transfer activation; CHO ldlA[mSR-BI] cells, DiI-HDL uptake fluorescence, 3 h; 100 = double the neutral-control signal; 320,000 tested, 0.096% active; activation, % at 12.5 µM; AID 504775;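 active = mean replicate activation of at least 60% and every replicate at or above 60%; inconclusive = mean or all-replicate condition met, but not both; inactive = mean below 60% and not all replicates reaching 60%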;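 note: 0% = median plate neutral-control signal and 100% = twice that signal; values of inactives mirror those of a sister screen read the other way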
#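 System: LDL receptor-deficient CHO ldlA cells overexpressing murine SR-BI | Timing: 3 h uptake period with compound, 37 °C | Medium: HEPES-buffered (25 mM, pH 7.4) F12 plus 0.5% BSA | Dosing: Single-point compound dose | Signal: Bottom-read fluorescence, 550/595 nm | Read-out: Retained DiI signal reflecting DiI-HDL uptake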
# SUMO Mot1 rescue = SUMOylation pathway inhibition by Mot1-301 growth rescue; S. cerevisiae Mot1-301 growth rescue, ATP luminescence, 38.5C; percent above DMSO median, 100 means doubled; growth rescue, % at 18.8 µM; 320,000 tested, 1% active; AID 2716;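 active = every valid replicate shows activation above 250% relative to neutral control wells; inactive = the rest, any valid replicate at or below 250%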;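 note: OY570 slx delta 5 strain wells were the positive control but not used for scaling; some compounds called inactive have numbers as strong as hits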
# NSD2 HMT inh = NSD2 (human) methyltransferase inhibition; O96028; NSD2 peptide methylation, AlphaScreen, 120 min; inhibition, % at 12.5 µM; 310,000 tested, 0.54% active; AID 743445; in the data active = inhibition above about 50%
# Target sequence (O96028 whole entry, looked up): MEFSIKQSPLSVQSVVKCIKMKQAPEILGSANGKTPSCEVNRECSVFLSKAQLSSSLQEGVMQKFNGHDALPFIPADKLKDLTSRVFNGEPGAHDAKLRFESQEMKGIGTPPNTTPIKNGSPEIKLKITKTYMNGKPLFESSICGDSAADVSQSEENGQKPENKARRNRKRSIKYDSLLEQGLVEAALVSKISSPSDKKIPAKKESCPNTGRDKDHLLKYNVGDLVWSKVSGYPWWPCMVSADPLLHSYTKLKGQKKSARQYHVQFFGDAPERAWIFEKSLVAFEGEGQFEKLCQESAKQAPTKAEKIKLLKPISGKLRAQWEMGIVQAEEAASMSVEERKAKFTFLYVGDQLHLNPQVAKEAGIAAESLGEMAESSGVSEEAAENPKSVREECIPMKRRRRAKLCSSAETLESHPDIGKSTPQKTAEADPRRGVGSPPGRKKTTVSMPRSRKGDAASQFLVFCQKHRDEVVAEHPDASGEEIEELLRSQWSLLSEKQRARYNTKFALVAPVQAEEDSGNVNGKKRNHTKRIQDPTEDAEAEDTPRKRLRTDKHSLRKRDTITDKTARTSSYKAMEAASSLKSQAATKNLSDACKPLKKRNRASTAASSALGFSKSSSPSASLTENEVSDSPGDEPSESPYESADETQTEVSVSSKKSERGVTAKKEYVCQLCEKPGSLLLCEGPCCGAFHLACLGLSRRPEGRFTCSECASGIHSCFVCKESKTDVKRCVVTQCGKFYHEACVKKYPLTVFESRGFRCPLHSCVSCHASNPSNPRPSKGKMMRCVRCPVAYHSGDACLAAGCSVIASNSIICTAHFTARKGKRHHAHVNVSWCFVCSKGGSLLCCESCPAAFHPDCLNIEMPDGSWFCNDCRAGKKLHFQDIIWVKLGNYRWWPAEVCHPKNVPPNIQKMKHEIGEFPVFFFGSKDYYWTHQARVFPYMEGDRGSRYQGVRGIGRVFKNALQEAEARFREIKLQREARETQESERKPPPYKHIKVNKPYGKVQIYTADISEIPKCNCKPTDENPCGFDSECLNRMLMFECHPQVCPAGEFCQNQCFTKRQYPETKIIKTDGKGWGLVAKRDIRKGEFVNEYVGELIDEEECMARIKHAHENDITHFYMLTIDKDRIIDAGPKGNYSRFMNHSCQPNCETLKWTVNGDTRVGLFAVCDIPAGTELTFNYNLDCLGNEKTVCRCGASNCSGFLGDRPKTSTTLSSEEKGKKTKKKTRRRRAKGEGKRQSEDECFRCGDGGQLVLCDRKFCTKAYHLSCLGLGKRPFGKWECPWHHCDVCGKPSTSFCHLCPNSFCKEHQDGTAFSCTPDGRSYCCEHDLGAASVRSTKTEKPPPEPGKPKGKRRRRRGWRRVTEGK
# PKA-R2B activ = activators of human PKA-R2B complex. P22694+P31323. PKA-R2B holoenzyme dissociation, Cy5-IP20 fluorescence polarization; R2B truncated from residue 108, S112A mutant; 0% DMSO only, 100% 113 µM cGMP. activation, % at 11.4 µM. 340,000 tested, 0.079% active;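 active = activation above a cutoff set at the mean over all compounds plus 3 SD, cut at about 18% in these data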;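 note: higher means more holoenzyme dissociation and a rise in polarization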
# SR-BI HDL uptake = blocks mouse SR-BI lipid uptake from DiI-HDL; 320,000 tested, 0.96% active; AID 488896; Q61009; inhibition, % at 12.5 µM; ldlA[mSR-BI] CHO cells, DiI-HDL uptake fluorescence, 3 h;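 active = mean replicate inhibition of at least 70% and a set share of replicates each scoring 70 or more; inconclusive = meets just one of the two criteria; inactive = fails both criteria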;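 note: 0% = median of neutral control wells and 100% = median of positive control wells; values of inactives mirror those of a sister screen read the other way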
# dFosB act = enhances mouse delta FosB homodimer DNA binding | purified delta FosB, TAMRA-CDK5 oligo fluorescence polarization; percent of positive-control signal above neutral wells | P13346 | 340,000 tested, 0.99% active | activation, % at 25 µM;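 active = mean activation above about 17%, with every replicate also reaching it, limit read from the data, passing the limit was not always enough; inconclusive = only one of the two conditions met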;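 note: fluorescence polarization rise as delta FosB binds a TAMRA Cdk5 AP-1 oligo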
# MITF act = increases MITF-driven TRPM1 promoter luciferase signal; 300,000 tested, 0.75% active; AID 588334; activation, % at 12.5 µM; SK-MEL-5 TRPM1-promoter luciferase, 24 h; % of positive control, neutral wells = 0;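 active = mean activation of at least 80% with every replicate also reaching 80%; inconclusive = mean reaches 80% but some replicate falls short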;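 note: 0% = neutral control wells and 100% = parthenolide positive control wells; values of inactives mirror those of a sister screen read the other way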
# CDK5 inh = CDK5/p35 (human) kinase inhibition | Q00535+Q15078 | Recombinant CDK5/p35, ADP-Glo luminescence, 60 min | inhibition, % at 10 µM | 330,000 tested, 0.01% active;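 active = highest replicate inhibition of at least 50% and at least 75% of replicates reaching 50%; inconclusive = only one of the two criteria met; inactive = both criteria failed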;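 note: plate controls were DMSO neutral control for no effect and GW8510 at 10 µM for full effect; many of its hits are not listed in these tables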
# Starred values were filed as active, the others as inactive; ? = inconclusive; / = not tested or not shown.
no.	smiles	SR-BI HDL uptake	SUMO Mot1 rescue	MITF act	PKA-R2B activ	DSG3 Ab inh	dFosB act	NSD2 HMT inh	SR-BI uptake up	PKA-R1A act	CDK5 inh	Arr AP2 block
1	COc1ccc(OCC(=O)N2CCN(C(=O)c3cccc4ccccc34)CC2)cc1	31.8	13.0	8.4	10.1	99.5	3.9	1.5	-31.8	12.9	-1.9	13.7
2	COc1ccc(C(=O)NCc2ccccn2)cc1[N+](=O)[O-]	-20.7	-15.1	-8.8	-8.7	128.1	2.4	1.6	20.7	-8.7	0.9	1.3
3	Cc1onc(-c2c(F)cccc2Cl)c1C(=O)NCCN1CCNC1=O	-15.3	-3.5	/	/	97.0	-8.5	-0.8	15.3	/	-5.5	6.8
4	CCCn1c(SCC(=O)c2cc(C)n(-c3cc(C)on3)c2C)n[nH]c1=O	25.7	/	1.5	-7.4	97.2	-3.6	3.0	-25.7	-5.3	0.9	8.2
5	Cc1ccc(NC2CCCN(C(=O)c3snnc3C)C2)cc1C (configuration not stated)	5.5	-9.8	-8.5	-3.6	110.6	-3.5	0.2	-5.5	1.1	0.9	4.8
6	CCCOCCc1nnc(N)s1	-12.0	5.5	-3.2	2.0	100.6	-1.9	-2.5	12.0	0.3	-1.5	-0.7
7	COc1ccc(C(=O)N2CCN(C(=O)c3ccco3)CC2)cc1OC	-2.1	292.1	-19.4	-11.0	102.7	-7.1	-12.9	2.1	2.0	2.5	-2.5
8	Cc1cc(C)n(CCNC(=O)c2cc(COc3ccc(F)cc3Cl)on2)n1	34.2	8.5	-1.2	6.0	99.8	-1.7	-4.6	-34.2	-5.2	-0.5	-0.3
9	Cn1cc(C(=O)NC2C3CC4CC(C3)CC2C4)cn1 (configuration not stated)	-20.8	10.8	-5.1	-5.3	105.9	-3.2	1.0	20.8	0.2	4.1	-3.3
10	CC(Oc1ccc(F)cc1)C(=O)Nc1cc(S(=O)(=O)N2CCOCC2)ccc1N1CCN(C)CC1 (configuration not stated)	-22.6	1.8	2.9	2.9	96.0	-11.0	0.8	22.6	7.3	-0.3	18.1
11	O=C(Nc1ccccc1N1CCN(C(=O)c2ccccc2)CC1)c1ccccc1Cl	17.3	-0.6	0.2	-6.6	95.9	-9.5	-1.0	-17.3	-0.1	0.4	9.1
12	COc1ccccc1N1C(=O)c2ccc(C(=O)Nc3nccs3)cc2C1=O	19.9	1.0	-0.9	/	99.7	-0.4	-3.2	-19.9	/	-0.4	28.0
13	CCNC(=O)C(=O)Nc1ccc([N+](=O)[O-])cc1	-4.6	6.5	19.0	0.8	87.4	-4.5	-2.4	4.6	-1.4	-0.4	-9.0
14	CC(C)NCC(O)COc1ccc(Br)cc1 (configuration not stated)	-15.2	-3.9	0.9	6.7	89.6	-5.2	15.8	15.2	1.2	-0.3	8.7
15	O=C(CSC(=S)N1CCCCC1)c1ccccc1	-16.8	200.7	16.9	9.5	103.4	1.3	-6.5	16.8	20.3*	0.4	14.6

# Remaining list, next part.
no.	smiles	SR-BI HDL uptake	SUMO Mot1 rescue	MITF act	PKA-R2B activ	DSG3 Ab inh	dFosB act	NSD2 HMT inh	SR-BI uptake up	PKA-R1A act	CDK5 inh	Arr AP2 block
16	O=C(COC(=O)c1ccncc1)Nc1ccccc1	2.3	12.1	23.1	-5.2	100.7	-11.2	0.7	-2.3	-2.4	0.8	7.9
17	CCn1c(SCC(=O)N2c3ccccc3CCc3ccccc32)nc2c1c(=O)n(C)c(=O)n2C	-25.5	-9.0	22.5	-2.9	102.8	-3.8	-2.1	25.5	-10.7	0.2	-3.9
18	CCOC(=O)C1CCN(C/C=C/c2ccccc2)CC1	-34.7	5.8	/	1.2	94.4	1.9	-0.7	34.7	-3.3	0.7	3.6
19	CCC(C)Oc1ccc(/C=C/c2[nH]c(=O)[nH]c(=O)c2[N+](=O)[O-])cc1OC (configuration not stated)	5.0	2.8	17.2	-0.9	94.5	-15.6	13.7	-5.0	0.6	0.0	35.6
20	CCN(CC)CCCNC(=O)/C(=C\c1cccn1C)NC(=O)c1cccs1	-9.3	3.3	-1.6	-1.9	123.6	8.3	11.3	9.3	-4.1	-1.5	6.8
21	COC(=O)c1sc(N2C(=O)c3oc4ccccc4c(=O)c3C2c2cccc(O)c2)nc1C (configuration not stated)	8.8	8.1	18.9	-8.0	89.7	9.0	-0.4	-8.8	-3.2	3.9	25.4
22	COc1cc(OC)cc(C(=O)Nc2cccc3cccnc23)c1	24.8	-4.9	4.6	-15.2	91.1	-8.4	-2.3	-24.8	-6.5	0.9	35.1
23	Cc1cc2nc(-c3cccc(NC(=O)c4ccc(Br)o4)c3)oc2cc1C	-13.7	17.7	2.4	-11.4	102.1	-3.1	/	13.7	-4.5	-0.4	-2.6
24	Cc1occc1-c1nnc(SCC(=O)Nc2ccccc2)n1C	-8.5	4.6	12.0	-4.6	111.1	-4.9	0.6	8.5	5.3	-1.4	-12.4
25	COc1ccc(CC(=O)N/N=C(/C)CC(=O)N(C)c2ccccc2)cc1	/	-15.2	-12.2	0.3	118.0	-2.7	-2.1	/	2.7	0.7	-2.7
26	C=CCN1C(=O)/C(=C/c2ccc(O)c(OC)c2)S/C1=N/c1nccs1	32.5	5.6	2.7	6.0	/	-9.0	-1.5	-32.5	-8.8	1.7	21.5
27	CC(C)CC(=O)c1c[nH]c(C(=O)NCc2ccccc2)c1	-0.7	-4.0	-8.2	8.6	94.9	-6.5	-0.7	0.7	-5.6	0.4	16.2
28	CN(C(=O)COC(=O)c1ccc([N+](=O)[O-])cc1N)c1ccccc1	-19.9	0.7	5.1	5.1	98.9	-0.4	-3.9	19.9	11.2	-0.7	-2.6
29	O=C(Cc1c(F)cccc1Cl)N1CCN(S(=O)(=O)c2cccs2)CC1	-28.8	-6.3	-3.5	-3.7	/	-5.1	-0.3	28.8	-10.7	-0.3	32.4
30	Cc1cc(-n2cc(Br)c(=O)[nH]c2=O)nc(-c2ccccc2)n1	/	-7.3	-7.6	2.1	98.4	-10.6	2.8	/	-9.2	1.4	11.2

# 3 of these compounds in a different format:
16) O=C(COC(=O)c1ccncc1)Nc1ccccc1
23) Cc1cc2nc(-c3cccc(NC(=O)c4ccc(Br)o4)c3)oc2cc1C
21) COC(=O)c1sc(N2C(=O)c3oc4ccccc4c(=O)c3C2c2cccc(O)c2)nc1C (configuration not stated)
assay / entry	16	23	21
SR-BI HDL uptake	2.3	-13.7	8.8
SUMO Mot1 rescue	12.1	17.7	8.1
MITF act	23.1	2.4	18.9
PKA-R2B activ	-5.2	-11.4	-8.0
DSG3 Ab inh	100.7	102.1	89.7
dFosB act	-11.2	-3.1	9.0
NSD2 HMT inh	0.7	/	-0.4
SR-BI uptake up	-2.3	13.7	-8.8
PKA-R1A act	-2.4	-4.5	-3.2
CDK5 inh	0.8	-0.4	3.9
Arr AP2 block	7.9	-2.6	25.4

# The list continues.
no.	smiles	SR-BI HDL uptake	SUMO Mot1 rescue	MITF act	PKA-R2B activ	DSG3 Ab inh	dFosB act	NSD2 HMT inh	SR-BI uptake up	PKA-R1A act	CDK5 inh	Arr AP2 block
31	C/C(CC(=O)Nc1ccccn1)=N\NC(=O)C(=O)Nc1cccc(Cl)c1C	-8.4	11.6	13.3	-6.4	104.1	-1.2	60.0*	8.4	5.8	0.7	-3.3
32	COc1ccc(CN(C)CC(=O)NC2CCCc3ccccc32)cc1OC (configuration not stated)	-0.7	-24.7	-4.0	-3.1	106.0	-0.7	3.6	0.7	1.1	-2.6	17.7
33	Cn1c(=O)c2cc(S(=O)(=O)NCCC(=O)Nc3ccccc3F)ccc2n(C)c1=O	-27.9	4.9	-4.5	4.3	99.3	-5.9	1.5	27.9	-8.3	-0.3	2.7
34	CC(C)CSc1nsc(N)n1	-17.1	2.6	60.5	1.2	99.1	-2.8	/	17.1	-17.4	3.1	29.9
35	CC1CCCCN1S(=O)(=O)c1ccc2c(c1)oc(=O)n2CC(=O)O (configuration not stated)	-14.3	6.1	-7.6	-4.8	102.3	3.3	0.2	14.3	-9.1	-1.3	3.1
36	COc1ccc(C(=S)NC2CCCCC2)cc1	1.6	26.9	38.6	-1.8	114.0	4.8	0.4	-1.6	-10.1	-0.9	-77.5
37	COC(=O)[C@H](C)NC(=O)/C=C/c1ccc(OC)cc1	1.0	-9.3	9.2	11.8	91.6	5.5	-1.8	-1.0	-6.7	-0.5	-1.9
38	O=C1OCCN1/N=C/c1ccc([N+](=O)[O-])o1	1.5	0.8	-19.6	1.6	104.5	4.0	/	26.2	1.1	-0.7	-8.6
39	CCCN1CCN(S(=O)(=O)c2ccc3c(c2)CC(C)N3C(=O)C2CC2)CC1 (configuration not stated)	-6.5	-1.1	-2.7	5.2	102.8	-8.1	/	6.5	-8.5	-0.5	-13.5
40	Cc1cccc(C)c1OCC(O)Cn1nnc2ccccc21 (configuration not stated)	20.1	-3.7	13.9	1.2	110.0	-8.5	-3.6	-20.2	6.4	0.1	3.1
41	O=C(OCc1ccccc1)N1CCC2CC1c1cc(-c3ccccc3)ccc12 (configuration not stated)	-11.4	/	32.9	0.4	96.5	-13.5	/	11.4	-3.3	0.8	-0.8
42	Nc1cc2cccnc2cc1Cl	-134.2	/	-8.2	-9.1	/	-9.2	35.5	?	-6.0	1.5	-7.6
43	O=C(c1cc([N+](=O)[O-])ccc1N1CCCC1)N1CCCCC1	-3.8	-11.5	-2.0	-4.9	107.0	-2.6	-0.5	3.8	-9.1	-0.3	-9.8
44	O=C(CSc1nnc(-c2cccnc2)n1-c1ccccc1)Nc1ccccn1	-41.7	253.3	-6.8	-1.8	97.5	-2.2	-2.1	41.7	-3.5	0.2	-0.4
45	CCC(C)c1ccc(O)c(NC(=O)c2ncn[nH]2)c1 (configuration not stated)	-32.0	-0.2	-0.8	5.1	104.4	0.9	-2.2	32.0	-2.0	-2.1	4.5
